MPTP block – inhibitors of mitochondrial permeability transition pore; AID 602449; 360,000 tested, 1.4% active; inhibition, % at 10 µM; isolated mouse mitochondria, Ca2+ swelling absorbance, 30 min;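 active = inhibition of 50% or more, scaled per plate between neutral and stimulator controls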;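 also: 0% = DMSO wells given calcium and 100% = 1 mM EGTA wells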
TIM10 inh – growth inhibitors of TIM10 yeast strain; 330,000 tested, 1.4% active; S. cerevisiae TIM10 strain growth, BacTiter-Glo luminescence, 24 h; inhibition, % at 10 µM;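 active = inhibition of 40% or more at the single tested concentration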;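 also: wild-type TIM10 isogenic control strain grown at permissive 25 °C; 0% = DMSO yeast wells and 100% = minimal medium wells without yeast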
APJ agonist – APJ receptor agonism. P35414. activation, % at 20 µM. CHO-K1 APJ PathHunter beta-arrestin, luminescence; 0% DMSO wells, 100% apelin. 330,000 tested, 0.11% active;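 active = activation more than six SD over the plate average, tested at 20 µM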;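 also: 0% = DMSO alone and 100% = apelin-13 at 10 nM; some results filed as inactive read as strong as hits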
Target sequence (P35414 whole entry, looked up): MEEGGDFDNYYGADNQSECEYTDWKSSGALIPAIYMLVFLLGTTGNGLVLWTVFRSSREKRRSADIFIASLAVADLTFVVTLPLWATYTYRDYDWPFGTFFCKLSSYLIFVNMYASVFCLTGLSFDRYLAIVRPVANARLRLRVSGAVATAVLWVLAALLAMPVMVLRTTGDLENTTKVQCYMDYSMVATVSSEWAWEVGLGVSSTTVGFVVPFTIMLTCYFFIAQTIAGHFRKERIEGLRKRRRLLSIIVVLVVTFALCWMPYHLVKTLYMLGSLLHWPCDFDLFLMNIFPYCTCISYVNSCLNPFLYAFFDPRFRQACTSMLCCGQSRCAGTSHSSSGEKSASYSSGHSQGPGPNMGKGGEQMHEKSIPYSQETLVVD
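Test system – PathHunter CHO-K1 APJ (AGTRL-1) beta-arrestin reporter cells · Input – 1000 cells/well · Compound – single test compound dose, 20 µM final, 1% DMSO · Times – compound stimulation 90 min at 25 °C, detection 60 min · Technique – beta-gal luminescence · Read-out basis – APJ–arrestin association signal · Control set – negative DMSO alone, positive Apelin-13 at 10 nM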
tim10-1 inh – inhibits growth of tim10-1 mutant yeast; S. cerevisiae tim10-1 ts strain growth, BacTiter-Glo, 24 h; inhibition, % at 20 µM; 330,000 tested, 2.2% active;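 active = inhibition of at least 40%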;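 also: mutant grown at 25 °C; 0% = DMSO wells with yeast and 100% = wells holding no yeast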
NALP3 yeast inh – NALP3 inhibition in yeast. Yeast reconstituted NLRP3/ASC/caspase-1, beta-gal luminescence, 24 h. inhibition, % at 10 µM. 330,000 tested, 0.39% active. AID 2825;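 active = inhibition of 50% or more; inactive = inhibition below 50%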;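 also: plate controls were induced DMSO wells for no effect and uninduced yeast grown without galactose for full effect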
tim23-1 inh – inhibits growth of tim23-1 mutant yeast; S. cerevisiae tim23-1 growth, BacTiter-Glo luminescence, 24 h; inhibition, % at 20 µM; 330,000 tested, 1.3% active;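 active = growth inhibition of the mutant yeast at or above 50%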;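 also: temperature-sensitive mutant grown at 25 °C; plate controls were DMSO-treated mutant yeast for no effect and medium wells lacking yeast for full effect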
GRIN3A LBD mod – NR3A (human) ligand-binding domain modulation. NR3A LBD differential scanning fluorimetry, Tm shift; 0% = protein alone, 100% = glycine-bound protein. Tm shift relative to glycine control, % at 25 µM. 340,000 tested, 2.5% active. AID 1259313;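 active = melting temperature shift of at least 10% of the positive control shift, at one fixed dose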
beta cell repl – induces beta-cell replication in MIN6 cells | MIN6 cells proliferation, ATPlite luminescence, 48 h; cells starved in 0.2% serum; 100% = growth in 10% serum | 330,000 tested, 0.29% active | proliferation, % at 10 µM | AID 2380;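 active = compounds whose signal lies at least 3.5 SD above the mean of all wells on their plate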;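 also: 0% = DMSO-treated cells in low-serum medium and 100% = 10% serum control; some compounds called inactive have numbers as strong as hits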
APJ antagonist – APJ receptor antagonism | P35414 | CHO-K1 APJ beta-arrestin complementation, luminescence | inhibition, % at 20 µM | 330,000 tested, 0.32% active;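 active = inhibition above about 40% at 20 µM, limit read from the data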;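 also: cells challenged with 10 nM apelin-13 agonist together with compound; plate controls were apelin-13 plus DMSO wells for no effect and DMSO wells lacking apelin-13 for full effect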
* = called active by the depositor; / = no result given.

1	COc1ccccc1CNC(=O)C(C)n1nc(C)c2c(C)n(-c3ccccc3)nc2c1=O (stereo not drawn)
2	Cc1cc(C)nc(NC(=O)c2ccc(Cl)cc2)n1
3	O=C(NC(=S)Nc1ccc(S(=O)(=O)Nc2nccs2)cc1)c1ccc(F)c(F)c1
4	Cn1c(=O)c2c(-c3ccccc3)n3c4ccccc4ncc3c2n(C)c1=O
5	O=C(COC(=O)/C=C/c1ccccc1)Nc1cccc(Oc2ccccc2)c1
6	CCC1SC2=NC(C)=C(C(=O)OC)C(c3ccc(C)cc3)N2C1=O (stereo not drawn)
assay / compound | 1 | 2 | 3 | 4 | 5 | 6
MPTP block | -1.2 | -0.6 | -2.4 | / | 2.3 | 5.6
TIM10 inh | 2 | 0 | 6 | 42* | 19 | -16
APJ agonist | -6 | -2 | -4 | 1 | 1 | -3
tim10-1 inh | 20 | 39 | -10 | 24 | 21 | -6
NALP3 yeast inh | 10 | 14 | 4 | 18 | 8 | -13
tim23-1 inh | 8 | 12 | -5 | 17 | 6 | 4
GRIN3A LBD mod | 0 | -1 | -6 | / | 5 | -3
beta cell repl | 2 | -3 | 1 | 0 | -1 | -1
APJ antagonist | 27 | -37 | 29 | 0 | -3 | 12

7	COc1ccc(OCC(=O)Nc2ccc(S(=O)(=O)Nc3cc(C)on3)cc2)cc1
8	COC(=O)c1ccsc1NC(=O)CCc1ccccc1
9	COc1ccc(-c2nnn(CC(=O)N(CCN3CCOCC3)C(C(=O)NC3CCCC3)c3ccco3)n2)cc1 (stereo not drawn)
10	CC1(C)Cc2c(c(N3CCOCC3)nc3sc4c(NCc5ccco5)nnnc4c23)CS1
11	Cc1c(Cl)c([N+](=O)[O-])nn1CC(=O)N1CCCC1
12	CSc1ccccc1NC(=O)c1ccccc1
assay / compound | 7 | 8 | 9 | 10 | 11 | 12
MPTP block | -1.3 | 4.6 | -0.4 | -6.2 | 2.1 | -0.9
TIM10 inh | 10 | -3 | 1 | 11 | 2 | 2
APJ agonist | 9 | -3 | -2 | -3 | -2 | -2
tim10-1 inh | 11 | 12 | 6 | 8 | 1 | -11
NALP3 yeast inh | -4 | 11 | 14 | 24 | -9 | 5
tim23-1 inh | 18 | 27 | 4 | -5 | 3 | 16
GRIN3A LBD mod | -1 | 2 | -1 | -3 | 1 | 0
beta cell repl | -1 | 1 | 1 | -3 | -1 | -1
APJ antagonist | 18 | 22 | -17 | 9 | 11 | 14

13	O=C(Nc1ccccc1)Nc1ccccc1NS(=O)(=O)c1cccs1
14	CCCc1cc(C(=O)Nc2ccn(Cc3ccc(C)cc3)n2)no1
15	O=C(NCCN1CCCOC1=O)C(=O)NCCN1CCCOC1=O
16	COC(=O)CC1C(=O)NCCN1C(=O)CSc1nnc(Nc2ccc(OC)cc2)s1 (stereo not drawn)
17	COc1ccc(S(=O)(=O)N2CCCN(CC(=O)Nc3ccc(NC(C)=O)cc3)CC2)cc1
18	Cc1oc2ccc(OC(=O)N3CCOCC3)cc2c1C(=O)OC(C)C
assay / compound | 13 | 14 | 15 | 16 | 17 | 18
MPTP block | 61* | 4.0 | -1.4 | -0.2 | -1.6 | 2.6
TIM10 inh | 1 | -1 | 6 | -24 | 3 | -9
APJ agonist | -1 | -4 | -1 | -4 | -2 | 1
tim10-1 inh | 5 | -3 | 12 | 6 | -7 | 30
NALP3 yeast inh | -5 | 24 | 5 | 1 | 12 | 7
tim23-1 inh | 7 | 22 | 8 | 0 | -3 | 17
GRIN3A LBD mod | 22* | 0 | 0 | 0 | 2 | 10
beta cell repl | -3 | -1 | -2 | -3 | -2 | 1
APJ antagonist | -4 | -5 | -24 | 4 | -56 | 3

19	O=C(NNc1ncnc2ccccc12)c1cccc(Cl)c1
20	COc1ccc(-c2csc(NC(=O)CCNC(=O)c3ccco3)n2)cc1OC
21	Cc1cccc(OCCN2C(=O)C(=O)c3cccc(C)c32)c1
22	CCOc1ccc(C(=O)NC2CCN(C(=S)NCc3ccco3)CC2)cc1
23	O=C(O)c1ccc(-n2nnnc2SCc2ccccc2Br)cc1
24	COC(=O)c1cc(S(=O)(=O)N2CCN(c3ccc(F)cc3)CC2)cn1C
assay / compound | 19 | 20 | 21 | 22 | 23 | 24
MPTP block | 2.5 | -1.5 | -7.0 | -2.1 | -1.1 | 0.6
TIM10 inh | 11 | 9 | 10 | 16 | 3 | 4
APJ agonist | -1 | -1 | 0 | 0 | -1 | -3
tim10-1 inh | -4 | 2 | 13 | 16 | -9 | 12
NALP3 yeast inh | -1 | 8 | 26 | 6 | 6 | 20
tim23-1 inh | 3 | 0 | 31 | 17 | 11 | 9
GRIN3A LBD mod | 2 | 1 | -1 | -1 | 1 | 1
beta cell repl | -4 | 3 | 0 | -2 | 0 | -1
APJ antagonist | 0 | 8 | -3 | 21 | 8 | 10

25	N#Cc1c(NC(=O)CCn2cnc3ccccc3c2=O)oc(-c2ccccc2)c1-c1ccccc1
26	O=C(c1ccccc1[N+](=O)[O-])N1CCCN(C(=O)c2ccccc2[N+](=O)[O-])CC1
27	O=C(NCc1ccco1)c1cnc2n(c1=O)CCS2
28	CC(C)Cn1c(N)c(C(=O)COC(=O)c2cc(S(=O)(=O)N3CCOCC3)ccc2Br)c(=O)n(C)c1=O
29	CC(NC(=O)Nc1ccccc1)C(c1ccccc1)N1CCOCC1 (stereo not drawn)
30	Cc1nn(C)c(Cl)c1CN1CCCC(CO)(Cc2cccc(Cl)c2)C1 (stereo not drawn)
assay / compound | 25 | 26 | 27 | 28 | 29 | 30
MPTP block | 1.0 | 5.0 | -0.4 | 0.7 | 1.1 | 6.8
TIM10 inh | -11 | 7 | -11 | 20 | 0 | 7
APJ agonist | 4 | -1 | -4 | 5 | -3 | -2
tim10-1 inh | -15 | 11 | -1 | 6 | 5 | 12
NALP3 yeast inh | 0 | -4 | 11 | 11 | 5 | 14
tim23-1 inh | 8 | 9 | -1 | 14 | 2 | 8
GRIN3A LBD mod | -5 | -1 | -1 | -5 | -2 | -2
beta cell repl | -3 | -2 | 2 | -6 | 1 | -3
APJ antagonist | 17 | 10 | 10 | -9 | -11 | -4

31	CCOc1cc(C)c(Cl)cc1S(=O)(=O)NCCOC
32	CCCN(CC(=O)Nc1ccccc1C)C(=O)COC(=O)CSc1ccc([N+](=O)[O-])cc1
33	O=C(NC1CCS(=O)(=O)C1)C1C2CC3CC(C2)CC1C3 (stereo not drawn)
34	O=C(O)CNC(=O)c1ccc(NC(=O)/C(=C/c2ccccc2)NC(=O)c2ccccc2Br)cc1
35	FC(F)(F)c1nnc2ccc(N3CCN(c4ccccc4)CC3)nn12
36	Cc1ccc(CN2C3CCCC2CC(NC(=O)c2ccc(F)cc2)C3)cc1 (stereo not drawn)
assay / compound | 31 | 32 | 33 | 34 | 35 | 36
MPTP block | 26 | -2.1 | 0.2 | 0.5 | 0.3 | -0.6
TIM10 inh | -7 | -2 | -3 | -3 | 23 | -18
APJ agonist | -1 | -3 | -1 | -3 | -6 | -3
tim10-1 inh | 11 | 14 | 5 | 25 | 23 | -9
NALP3 yeast inh | 7 | 21 | 12 | 14 | 4 | 14
tim23-1 inh | 18 | 14 | 10 | 20 | 36 | -12
GRIN3A LBD mod | 4 | 4 | -1 | 8 | -3 | -2
beta cell repl | 1 | 0 | 0 | 1 | -1 | -2
APJ antagonist | -18 | 4 | 2 | 9 | 11 | 12

37	CC(C)(C)N(Cc1ccccc1)C(=O)COC(=O)[C@@H]1CCCN1C(=O)c1cccs1
38	CN(c1ccccc1)C1CCCCC1NS(=O)(=O)c1ccc(Cl)cc1 (stereo not drawn)
39	CCNC(=O)c1ccc(C2SCC(=O)N2CCc2ccccc2)cc1 (stereo not drawn)
40	CCOc1ccc(C(=O)Nn2cnnc2)cc1OCC
41	Cc1ccsc1C(=O)N1CCN(c2ncc(C(F)(F)F)cc2Cl)CC1
42	O=[N+]([O-])c1ccc(N=NNc2ccccc2)cc1
assay / compound | 37 | 38 | 39 | 40 | 41 | 42
MPTP block | -1.1 | 16 | 0.7 | 0.5 | -1.1 | 11
TIM10 inh | 21 | 26 | 11 | -6 | 14 | 14
APJ agonist | -5 | 1 | -3 | -7 | -2 | 2
tim10-1 inh | 9 | 50* | 9 | 6 | 18 | 42*
NALP3 yeast inh | 17 | 24 | 16 | -7 | 7 | -36
tim23-1 inh | 26 | 33 | 16 | -1 | 32 | 26
GRIN3A LBD mod | 1 | -9 | -1 | 0 | 1 | -8
beta cell repl | -1 | -6 | 3 | 3 | -4 | -2
APJ antagonist | 10 | -9 | -5 | 15 | -23 | 10

Complete entries from above. Values in the order: MPTP block, TIM10 inh, APJ agonist, tim10-1 inh, NALP3 yeast inh, tim23-1 inh, GRIN3A LBD mod, beta cell repl, APJ antagonist
O=C(NNc1ncnc2ccccc12)c1cccc(Cl)c1 across the screens: 2.5, 11, -1, -4, -1, 3, 2, -4, 0
Cc1oc2ccc(OC(=O)N3CCOCC3)cc2c1C(=O)OC(C)C across the screens: 2.6, -9, 1, 30, 7, 17, 10, 1, 3
Cc1cc(C)nc(NC(=O)c2ccc(Cl)cc2)n1 across the screens: -0.6, 0, -2, 39, 14, 12, -1, -3, -37
CCOc1ccc(C(=O)Nn2cnnc2)cc1OCC across the screens: 0.5, -6, -7, 6, -7, -1, 0, 3, 15
COc1ccc(S(=O)(=O)N2CCCN(CC(=O)Nc3ccc(NC(C)=O)cc3)CC2)cc1 across the screens: -1.6, 3, -2, -7, 12, -3, 2, -2, -56

(more compounds)
43	CCn1ccnc1CN(C)Cc1cn(-c2cccc(C)c2)nc1-c1cccc(F)c1
44	Cc1nc(Oc2ccc(Cl)cc2)c2oc3ccccc3c2n1
45	Cn1cccc1/C=N/NC(N)=S
46	Cc1onc(-c2ccccc2)c1C(=O)Nc1nncs1
47	Oc1c(C(c2ccco2)N2CCOCC2)sc2ncnn12 (stereo not drawn)
48	COc1ccc(OCC(=O)N/N=C(\C)CC(=O)Nc2cccc([N+](=O)[O-])c2)cc1
assay / compound | 43 | 44 | 45 | 46 | 47 | 48
MPTP block | 1.4 | 3.3 | 0.1 | -0.2 | -2.0 | -0.6
TIM10 inh | 29 | 21 | 2 | -18 | -9 | 16
APJ agonist | -2 | -1 | -3 | 1 | -1 | 0
tim10-1 inh | 8 | 21 | -1 | -4 | -13 | 28
NALP3 yeast inh | 7 | -9 | 11 | 8 | 3 | -3
tim23-1 inh | 40 | 1 | 8 | 8 | -10 | 20
GRIN3A LBD mod | 1 | 2 | 2 | 1 | 3 | 0
beta cell repl | -6 | 6 | 1 | 0 | -3 | -2
APJ antagonist | -10 | 14 | 9 | -6 | 5 | 19

49	COc1ccc(N2CCN(C(=O)C3=NNC(=O)CC3)CC2)cc1
50	CC1(C)Cc2nc3sc4c(N(CCO)CCO)ncnc4c3cc2CO1
51	C=CCn1c(SCC(=O)c2ccc(O)c(O)c2)nnc1-c1ccc(OC)cc1
52	O=C(Nc1ccc(S(=O)(=O)NCc2ccccc2)cc1)Nc1ccc2c(c1)OCO2
53	O=C1NC(Cc2ccc(O)cc2)c2nc3ccc(Cl)cc3c(=O)n2-c2cc(Cl)ccc21 (stereo not drawn)
assay / compound | 49 | 50 | 51 | 52 | 53
MPTP block | 0.9 | -0.5 | 1.4 | 33 | /
TIM10 inh | 2 | -14 | -17 | 0 | 7
APJ agonist | -3 | 2 | 0 | 2 | -3
tim10-1 inh | 11 | 2 | 16 | 17 | 3
NALP3 yeast inh | 19 | -3 | 31 | -15 | 11
tim23-1 inh | 9 | 15 | 9 | 2 | -3
GRIN3A LBD mod | -1 | 1 | 0 | 36* | /
beta cell repl | 3 | 1 | -3 | -1 | -1
APJ antagonist | -5 | 15 | -6 | 13 | 10

Source: PubChem (Sanford-Burnham Center for Chemical Genomics)
